CHX counter – counter-screen for Shiga toxin inhibitors: cycloheximide protein synthesis inhibition. cell reporter, cycloheximide protein synthesis inhibition counterscreen. max response, %. 300,000 compounds, 12% hits; in the data active = max response mostly above about 13%, no sharp cut-off; inactive = mostly below about 14%; also: read at 38.3 µM for the half of the compounds with a filed dose; 0% is about no effect
AmpC detergent – blocks E. coli AmpC beta-lactamase in detergent assay | AmpC hydrolysis of nitrocefin, absorbance 480 nm, 0.01% Triton | Potency, µM (top dose mostly 114 µM), for the others: top-dose activity change, negative = inhibition, most hits filed as inhibitors | 370,000 compounds, 0.041% hits | P00811 | AID 485294;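 also: potency is read from the fitted curve at half-maximal effect; 0% = no-compound wells and -100% = no-enzyme wells; nearly all actives have a fitted effect of over 25% in size; some results filed as inactive show a strong effect at the top dose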
Target sequence (P00811 whole entry, looked up): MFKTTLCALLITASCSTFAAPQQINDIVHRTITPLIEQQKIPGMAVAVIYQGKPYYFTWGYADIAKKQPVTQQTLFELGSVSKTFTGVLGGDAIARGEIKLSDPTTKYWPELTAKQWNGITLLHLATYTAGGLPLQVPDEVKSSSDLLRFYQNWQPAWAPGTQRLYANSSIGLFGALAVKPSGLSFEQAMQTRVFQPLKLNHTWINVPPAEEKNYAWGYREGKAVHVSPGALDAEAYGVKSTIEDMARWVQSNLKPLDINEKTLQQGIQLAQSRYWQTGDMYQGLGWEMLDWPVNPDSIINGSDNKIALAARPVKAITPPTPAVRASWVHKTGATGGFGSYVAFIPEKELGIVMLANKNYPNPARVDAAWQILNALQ
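20 mM phosphate pH 7.0 + 0.01% (detergent screen) or 0.0001% Triton X-100; 5.3 nM AmpC reagent; cpd preinc 15 min RT; nitrocefin (800 uM stock) to start; A480 q20 s × 4 min; Activity was normalised to no-enzyme and no-compound control wells.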
Shiga toxin inh – Shiga toxin inhibition; inhibition, % at 38.7 µM; AID 2315; 290,000 compounds, 9.2% hits; Vero cells, Shiga toxin protein synthesis inhibition reporter; in the data active = inhibition mostly above about 28%, no sharp cut-off; inactive = mostly below about 43%; also: 0% is about no effect
AMA1 RON2 block – inhibitors of Plasmodium falciparum AMA1-RON2 interaction; AlphaScreen AMA1-biotinylated RON2 peptide binding; Potency, µM (doses to about 58.2 µM), without a hit: at the top dose activity change, negative = inhibition, hits mostly inhibitors; 360,000 compounds, 0.2% hits;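 also: potency is read from the fitted curve at half-maximal effect; 0% = vehicle wells and -100% = peptide control; nearly all actives have a fitted effect of over 45% in size; some results filed as inactive show a strong effect at the top dose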
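AMA1 (3D7) with his tag at 25 nM final met compounds first, then biotinylated RON2 peptide at 25 nM; detection used donor plus acceptor beads, 10 µg/mL apiece, read by AlphaScreen after 30 min at room temperature.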
HCMV antiviral – human cytomegalovirus inhibition. HFF cells, HCMV-luciferase reporter, 72 h; active compounds read low. activity change, negative = inhibition, % at 57.5 µM. 410,000 compounds, 4.5% hits. AID 1259415; in the data active = activity change below about -60%; inconclusive = no clear call, values can overlap the other calls; inactive = above about -39%; also: % is scaled to controls: 0 for no effect and ±100 for the full control effect
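Human foreskin fibroblasts infected with luciferase-reporter HCMV at MOI 1 PFU/cell, compounds at two doses. Luciferase measured 72 h post infection; normalized to buffer-only basal and Salinomycin (10uM) controls.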
FBPA Giardia inh – blocks Giardia fructose-bisphosphate aldolase activity. purified Giardia FBPA. Potency, µM (series often up to 59.6 µM), without a hit: at the highest dose activity, negative = inhibition, hits mostly inhibitors. 290,000 compounds, 0.71% hits; also: potency is read from the fitted curve at half-maximal effect; % is scaled to controls: 0 for no effect and ±100 for the full control effect; nearly all actives have a fitted effect of over 55% in size
Target sequence (A8B2U2 whole entry, looked up): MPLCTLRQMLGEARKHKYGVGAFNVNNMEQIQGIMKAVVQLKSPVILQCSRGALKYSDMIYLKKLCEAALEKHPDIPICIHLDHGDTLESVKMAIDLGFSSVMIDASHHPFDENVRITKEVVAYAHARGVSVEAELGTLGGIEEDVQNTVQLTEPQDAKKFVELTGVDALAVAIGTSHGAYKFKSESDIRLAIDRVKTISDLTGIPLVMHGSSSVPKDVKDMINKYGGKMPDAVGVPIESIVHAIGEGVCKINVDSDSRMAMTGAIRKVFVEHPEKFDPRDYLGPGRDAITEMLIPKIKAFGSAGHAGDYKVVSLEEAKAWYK
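Giardia FBPA (40 nM reagent) was preincubated 10 min at RT with compound (up to 57.5 uM final), then substrate plus GAPDH/TPI/NAD/arsenate coupling system with diaphorase/resazurin was added; resorufin fluorescence (525/598 nm) was read after 20 min.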
AmpC inh no detg – inhibitors of E. coli AmpC beta-lactamase without detergent. Potency, µM (doses to about 57.1 µM), inactives show at the top dose activity change, negative = inhibition, most hits filed as inhibitors. P00811. 330,000 compounds, 0.52% hits. AmpC nitrocefin hydrolysis, absorbance 480 nm, 0.0001% Triton;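 also: potency is read from the fitted curve at half-maximal effect; plate controls were no compound for no effect and no enzyme for full effect; nearly all actives have a fitted effect of over 20% in size; some results filed as inactive show a strong effect at the top dose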
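AmpC (5.3 nM in the dispensed reagent) in 20 mM phosphate pH 7.0 with 0.01% (detergent screen) or 0.0001% Triton X-100 was preincubated with compounds for 15 min at room temperature. Nitrocefin was then added from an 800 uM solution, and hydrolysis was followed at 480 nm.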
* hit, by the source's call; [ ] = remark or other dose. Unless noted, calls follow the shape of the dose curve; as a rule, active = well fitted curve in the direction sought with a large enough effect; inconclusive = small, poorly fitted or top-dose-only effect, or another doubt; inactive = no such curve, though single readings can be large; an effect the other way counts as inactive or inconclusive.

`COC(=O)CC1C(=O)NCCN1C(=O)c1ccc([N+](=O)[O-])cc1` (stereo not drawn) gave CHX counter -5, AmpC detergent -8%, Shiga toxin inh 6, AMA1 RON2 block 5%, HCMV antiviral 29, FBPA Giardia inh 4% and AmpC inh no detg -13%.
NC(=O)CC(NC(=O)Cc1ccc(Cl)cc1)c1ccc(NCCOc2ccccc2)c([N+](=O)[O-])c1 (stereo not drawn) was read as CHX counter -1, AmpC detergent -19%, Shiga toxin inh 8, AMA1 RON2 block -6%, HCMV antiviral -14, FBPA Giardia inh -1% and AmpC inh no detg -35%.
Screening Cc1ccc(C(=O)Nc2ccc(CN3CCCCC3)cc2)c(C)c1 returned CHX counter 3, AmpC detergent -1%, Shiga toxin inh 6, AMA1 RON2 block -12%, HCMV antiviral inconclusive, FBPA Giardia inh 0% and AmpC inh no detg -29%.
Cn1c(Cn2c(=O)sc3ccccc32)nnc1SCC(=O)N1CCN(c2ccccc2)CC1 was read as CHX counter -2, AmpC detergent -5%, Shiga toxin inh -9, AMA1 RON2 block -1%, HCMV antiviral 0, FBPA Giardia inh -2% and AmpC inh no detg 14%.
`Cc1cc(/C=C2/NC(=O)N(Cc3ccccc3F)C2=O)c(C)n1C` gave CHX counter -7, AmpC detergent inconclusive, Shiga toxin inh -5, AMA1 RON2 block -5%, HCMV antiviral -26, FBPA Giardia inh -17% and AmpC inh no detg -6%.
Screening O=C(CCC(=O)c1ccc(Br)cc1)Nc1ccc(F)cc1 returned CHX counter -1, AmpC detergent -2%, Shiga toxin inh -9, AMA1 RON2 block -3%, HCMV antiviral -9, FBPA Giardia inh 3% and AmpC inh no detg -28%.
Screening COc1ccc2oc(C(=O)Nc3nc(C)cs3)c(C)c2c1 returned AmpC detergent 0%, AMA1 RON2 block -2%, HCMV antiviral 0 and AmpC inh no detg -17%.
For COc1ccc(CCn2c(=N)c(C(=O)NCc3ccco3)cc3c(=O)n4cccc(C)c4nc32)cc1 the results were CHX counter 6, AmpC detergent -9%, Shiga toxin inh 27, AMA1 RON2 block -14%, HCMV antiviral -83*, FBPA Giardia inh 6% and AmpC inh no detg -10%.
CCCCCCCCCCCCN1C(=O)CSC1c1cccnc1 (stereo not drawn) was read as CHX counter -1, AmpC detergent 2%, Shiga toxin inh -3, AMA1 RON2 block 23%, HCMV antiviral -37, FBPA Giardia inh -4% and AmpC inh no detg 64%[activator].
For Cc1ccc(NC(=O)CSCC(=O)NNC(=O)c2ccoc2C)cc1 the results were AmpC detergent inconclusive, AMA1 RON2 block 64%[activator], HCMV antiviral 2 and AmpC inh no detg inconclusive.
`COC(=O)CSc1ncnc2c(C)csc12` gave CHX counter -3, AmpC detergent -7%, Shiga toxin inh -11, AMA1 RON2 block inconclusive, HCMV antiviral 12, FBPA Giardia inh 5% and AmpC inh no detg -21%.
For CC(C)c1ccc(NC(=O)[C@H](Cc2c[nH]c3ccccc23)NC(=O)[C@@H]2Cc3ccccc3CN2)cc1 the results were CHX counter 24*, AmpC detergent -7%, Shiga toxin inh 27, AMA1 RON2 block 31%[activator], FBPA Giardia inh inconclusive and AmpC inh no detg -31%.
`O=C(COc1cc2oc(=O)c3c(c2cc1Cl)CCC3)NCCCn1ccnc1` gave CHX counter -4, AmpC detergent 7%, Shiga toxin inh -1, AMA1 RON2 block -3%, HCMV antiviral 0 and AmpC inh no detg 30%.
Screening CCCN1CCC(=O)N([C@H](COc2ccccc2)c2ccccc2)CC1 returned CHX counter 7, AmpC detergent 7%, Shiga toxin inh 28, AMA1 RON2 block -13%, HCMV antiviral -6, FBPA Giardia inh 8% and AmpC inh no detg 81%[activator].
For O=C(O)C1=C[C@@H](c2csc3ccccc23)C[C@@H](OCc2ccc(CO)cc2)O1 the results were CHX counter -1, AmpC detergent 9%, Shiga toxin inh -6, AMA1 RON2 block -16%, HCMV antiviral -25, FBPA Giardia inh 25% and AmpC inh no detg -25%.
`Cc1[nH]n(C2=NCCS2)c(=O)c1N=Nc1ccccc1` gave CHX counter 9, AmpC detergent 4%, Shiga toxin inh 7, AMA1 RON2 block 50%[activator], HCMV antiviral -61*, FBPA Giardia inh -8% and AmpC inh no detg -22%.
`CCc1cc2cc(C(=O)Nc3ccccc3F)sc2s1` gave CHX counter 30*, AmpC detergent -6%, Shiga toxin inh 97*, AMA1 RON2 block 2%, HCMV antiviral 42, FBPA Giardia inh -2% and AmpC inh no detg -36%.
`Cc1cc(C(=O)NCc2cc(C)n(C)n2)sc1-c1ccccc1` gave CHX counter 2, AmpC detergent -5%, Shiga toxin inh 12, AMA1 RON2 block 1%, HCMV antiviral -83*, FBPA Giardia inh -2% and AmpC inh no detg 102%[activator].
`Fc1cc(Cl)ccc1NC1=NCCCCC1` gave CHX counter -1, AmpC detergent 2%, Shiga toxin inh -6, AMA1 RON2 block 5%, HCMV antiviral -18, FBPA Giardia inh -24% and AmpC inh no detg -22%.
For COc1ccc(CCNc2oc(-c3ccccc3OC)nc2C#N)cc1OC the results were CHX counter 12, AmpC detergent -6%, Shiga toxin inh -5, AMA1 RON2 block -9%, HCMV antiviral -31, FBPA Giardia inh -2% and AmpC inh no detg 22%.
`COc1ccc(CCNC(=O)CN(Cc2ccc(Cl)cc2)S(C)(=O)=O)cc1` gave CHX counter -2, AmpC detergent -17%, Shiga toxin inh -5, AMA1 RON2 block 0%, HCMV antiviral -7, FBPA Giardia inh 0% and AmpC inh no detg 72%[activator].
`CCOc1ccc(NCc2nnc(SCc3ccc(Cl)cc3)n2-c2ccccc2)cc1` gave CHX counter -2, AmpC detergent -11%, Shiga toxin inh -1, AMA1 RON2 block 32µM*, HCMV antiviral -24, FBPA Giardia inh -8% and AmpC inh no detg 30%.
`Cc1cc(Cl)n2c(nc3cc(F)c(F)cc32)c1C#N` gave CHX counter -4, AmpC detergent 3%, Shiga toxin inh -27, AMA1 RON2 block 8%, HCMV antiviral -99*, FBPA Giardia inh 0% and AmpC inh no detg -15%.
CC(C)(C)CN1CCNC(=O)C1CC(=O)N1CCC(C(=O)N2CCOCC2)CC1 (stereo not drawn) was read as CHX counter -7, AmpC detergent -6%, Shiga toxin inh 22, AMA1 RON2 block 2%, HCMV antiviral 15, FBPA Giardia inh -25% and AmpC inh no detg -2%.
COc1ccc(OC(C)C(=O)N2CC(C)OC(C)C2)cc1 (stereo not drawn) was read as CHX counter -2, AmpC detergent inconclusive, Shiga toxin inh -8, AMA1 RON2 block -1%, HCMV antiviral -16, FBPA Giardia inh 5% and AmpC inh no detg -15%.
`COC(=O)c1ccc(-c2csc(NC(=O)c3c(C)noc3C)n2)cc1` gave AmpC detergent -1%, AMA1 RON2 block -5%, HCMV antiviral -25 and AmpC inh no detg -2%.
`CCOc1cc(C(=O)Nc2nnc(C)s2)cc(OCC)c1OCC` gave CHX counter 2, AmpC detergent 1%, Shiga toxin inh 7, AMA1 RON2 block 4%, HCMV antiviral 11, FBPA Giardia inh 1% and AmpC inh no detg 11%.
Screening COc1ccc(-c2cc(C(=O)Nc3cc(C)nn3-c3ccccc3)no2)cc1 returned CHX counter 40*, AmpC detergent 6%, Shiga toxin inh 72*, AMA1 RON2 block -11%, HCMV antiviral -1, FBPA Giardia inh 9% and AmpC inh no detg -7%.
For O=[N+]([O-])c1ccc(C[n+]2cccc(O)c2)cc1 the results were AmpC detergent -8%, AMA1 RON2 block 2%, HCMV antiviral -1 and AmpC inh no detg -12%.
`CCCc1cc(=O)oc2cc(OCC(=O)N3CCC(C(N)=O)CC3)ccc12` gave CHX counter -1, AmpC detergent -9%, Shiga toxin inh -5, AMA1 RON2 block 0%, HCMV antiviral -2, FBPA Giardia inh 8% and AmpC inh no detg -7%.
CCN1C(=O)[C@H]2[C@@H](c3ccc(C)cc3)N3C(=O)N(c4ccc(OC)cc4)C(=O)[C@@]3(CC)[C@H]2C1=O was read as AmpC detergent 0%, AMA1 RON2 block -2%, HCMV antiviral 4 and AmpC inh no detg -23%.
`C=CCn1c(-c2cnn(-c3ccccc3)c2N)n[nH]c1=S` gave CHX counter 9, AmpC detergent 7%, Shiga toxin inh 43, AMA1 RON2 block 78%[activator], HCMV antiviral 59, FBPA Giardia inh inconclusive and AmpC inh no detg -13%.
Screening COCCn1cnc2c(c1=O)c1nc3ccccc3nc1n2/N=C/c1ccco1 returned CHX counter -2, AmpC detergent 3%, Shiga toxin inh 4, AMA1 RON2 block 12%, HCMV antiviral -25, FBPA Giardia inh 0% and AmpC inh no detg -6%.
For C=CCn1c(O)c2ccc(C(=O)N=NC(=O)COc3ccccc3F)cc2c1O the results were AmpC detergent 5%, AMA1 RON2 block 91%[activator], HCMV antiviral -6 and AmpC inh no detg -7%.
For COc1ccc(NS(=O)(=O)c2cc(NC(=O)C3CCCO3)ccc2N2CCCCC2)cc1 (stereo not drawn) the results were CHX counter 0, AmpC detergent -7%, Shiga toxin inh 4, AMA1 RON2 block -1%, HCMV antiviral -64*, FBPA Giardia inh -8% and AmpC inh no detg 69%[activator].
`COc1cc(C(=O)NCCCNc2nc3c(C)cc(C)cc3cc2C#N)cc(OC)c1OC` gave CHX counter -3, AmpC detergent -2%, Shiga toxin inh -5, AMA1 RON2 block 10%, HCMV antiviral 23, FBPA Giardia inh -6% and AmpC inh no detg 171%[activator].

Source: PubChem (National Center for Advancing Translational Sciences (NCATS))
